CFTR F508del cor – CFTR F508del correction in bronchial cells; CFBE cells, YFP halide quenching; stimulated with forskolin plus potentiator P3; % fluorescence drop versus neutral controls; activity (quench increase), % at 7.58 µM; hit rate 0.36% among 350,000; AID 720511;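 active means mean added fluorescence quench of at least 8% versus neutral control, with both replicates also reaching 8%; inconclusive means only one of the mean or replicate conditions met; inactive means mean below 8% and not both replicates reaching 8%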;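 further: cells transiently co-express mutant CFTR-F508del with the halide-sensitive YFP; corrector assay measuring rescue of mutant channel to the surface after 24 h compound exposure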
SIRT5 block – sirtuin-5 (human) deacylase inhibition; Q9NXA8; Purified SirT5, succinyl-peptide AMC, trypsin-coupled fluorescence; inhibition, % at 15 µM; hit rate 1.1% among 330,000; AID 652115; in the data active means inhibition above about 15%; inconclusive means no clear call, values can overlap the other calls
Target sequence (Q9NXA8 whole entry, looked up): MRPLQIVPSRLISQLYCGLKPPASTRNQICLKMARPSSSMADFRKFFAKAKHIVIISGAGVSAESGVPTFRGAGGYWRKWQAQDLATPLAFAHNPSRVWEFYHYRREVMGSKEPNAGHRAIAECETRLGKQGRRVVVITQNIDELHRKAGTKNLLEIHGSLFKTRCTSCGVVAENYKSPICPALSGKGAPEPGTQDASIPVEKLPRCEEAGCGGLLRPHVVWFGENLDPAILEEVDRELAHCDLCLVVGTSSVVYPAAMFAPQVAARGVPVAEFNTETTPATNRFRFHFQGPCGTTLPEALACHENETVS
miR122 inh – miR-122 inhibition in Huh7 cells. hit rate 0.3% among 340,000. activation (reporter increase), % at 12.5 µM. Huh7 miR-122 Renilla luciferase sensor, 48 h; neutral wells = 0, positive control = 100;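 active means mean replicate activation score at least 90 and every replicate individually at or above 90; inconclusive means only one of the two criteria met; inactive means neither criterion met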;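 further: higher luciferase means less miR-122 activity so hits act as miR-122 inhibitors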
DENV2 CPE – inhibitors of DENV2 cytopathic effect; DENV2-infected cells, cytopathic effect rescue, plate reader; CPE inhibition, % at 9.99 µM; hit rate 1.7% among 350,000; in the data active means CPE inhibition above about 20%, passing the limit was not always enough; inconclusive means no clear call, values can overlap the other calls; tested in BHK-21 cells;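 further: 0% = median of neutral control wells and 100% = median of positive control wells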
ERp5 block – inhibitors of human ERp5 | Q15084 | ERp5 insulin aggregation, absorbance 650 nm, 90 min | inhibition, % at 9.99 µM | hit rate 0.05% among 350,000 | AID 651711;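 active means mean replicate inhibition above about 25%, with every replicate also reaching it, limit read from the data, passing the limit was not always enough; inconclusive means only one of those two criteria met; inactive means neither criterion met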
Target sequence (Q15084 whole entry, looked up): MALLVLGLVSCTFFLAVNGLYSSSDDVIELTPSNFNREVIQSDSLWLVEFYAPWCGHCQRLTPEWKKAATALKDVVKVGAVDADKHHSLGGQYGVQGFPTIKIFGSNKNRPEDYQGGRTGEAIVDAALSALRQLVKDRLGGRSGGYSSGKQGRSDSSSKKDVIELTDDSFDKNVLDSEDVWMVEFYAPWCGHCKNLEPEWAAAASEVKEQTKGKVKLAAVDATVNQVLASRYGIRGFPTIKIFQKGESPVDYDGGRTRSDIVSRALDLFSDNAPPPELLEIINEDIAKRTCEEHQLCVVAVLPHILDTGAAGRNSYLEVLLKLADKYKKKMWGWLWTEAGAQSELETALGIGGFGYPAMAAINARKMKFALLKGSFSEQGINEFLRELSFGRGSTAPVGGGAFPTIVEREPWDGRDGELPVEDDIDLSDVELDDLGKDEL
ERAP1 inh – inhibitors of human ERAP1 aminopeptidase; Q9NZ08; recombinant ERAP1, Leu-AMC fluorescence, 60 min; inhibition, % at 10.7 µM; hit rate 0.15% among 340,000;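 active means mean replicate inhibition of at least 30%, or all replicates individually reaching that 30% level; inactive means mean below 30% and not every replicate reaching it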;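 further: 0% = neutral control wells and 100% = L-leucinethiol positive control wells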
Casp6 inh – inhibitors of human caspase-6; purified caspase-6, Z-VEID-R110 cleavage fluorescence; inhibition, % at 12.5 µM; hit rate 0.53% among 350,000;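 active means mean inhibition across replicates at least about 35%, with every replicate also reaching that limit, limit read from the data; inconclusive means only one of the two criteria met; inactive means neither criterion met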;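 further: 0% = median of neutral control wells and 100% = no fluorescence left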
Target sequence (P55212 24-179 limits assumed): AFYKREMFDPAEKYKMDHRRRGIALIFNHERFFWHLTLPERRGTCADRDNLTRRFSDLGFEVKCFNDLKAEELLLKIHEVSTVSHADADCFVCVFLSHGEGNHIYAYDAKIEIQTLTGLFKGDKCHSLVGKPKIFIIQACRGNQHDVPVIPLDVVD
Target sequence (P55212 194-293 limits assumed): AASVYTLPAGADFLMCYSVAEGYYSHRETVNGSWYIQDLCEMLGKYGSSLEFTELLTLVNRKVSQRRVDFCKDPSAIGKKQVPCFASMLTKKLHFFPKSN
* = called active by the depositor; ? = inconclusive; nt = not tested or not shown; [ ] = remark or other dose. An unsorted share of the library, and some 4% of all compounds hit somewhere here.

SMILES	CFTR F508del cor	SIRT5 block	miR122 inh	DENV2 CPE	ERp5 block	ERAP1 inh	Casp6 inh
Cc1ccc(N=CC2=C(O)CC(c3ccccc3Cl)CC2=O)cc1 (stereo not drawn)	1.3	-1	-3	-6	1	1	0
CCOCCn1c(=O)c2c(nc3n2CC(C)CN3CCc2ccccc2)n(C)c1=O (stereo not drawn)	1.3	0	nt	3	3	2	4
Cc1cc(NC(=O)CSc2nc3cc(Cl)ccc3o2)no1	-0.1	-4	2	6	2	-6	-2
CN1C(C(=O)NCc2ccco2)CC2Cn3c(nc4ccccc43)C21 (stereo not drawn)	-2.2	nt	0	7	-3	-1	5
CCCNC(=O)N1CC2(CCN(C(=O)C3CCC3)CC2)c2c([nH]c3cc(OC)ccc23)[C@H]1CO	-2.7	-2	nt	6	nt	-1	-1
O=C(Cn1c(NCCCO)nc2ccccc21)c1ccc([N+](=O)[O-])cc1	-0.2	2	9	-7	2	-2	2
O=C(NC1CCCc2ccccc21)C1CCN(C(=O)c2sccc2-n2cccc2)CC1 (stereo not drawn)	-5.8	-11	5	-3	-4	6	1
Cn1cnnc1Sc1ccc(/C=C(\CCC(=O)O)c2nc3ccccc3s2)cc1[N+](=O)[O-]	-0.1	3	-4	3	7	-11	9
CN(C)c1ccc(/C=C(/C#N)C(=O)Nc2nc3c(s2)CCN(Cc2ccccc2)C3)cc1	0.0	-4	-2	-1	1	3	-2
O=C(Nc1ccc2c(c1)OCCO2)c1cnccn1	3.1	0	-2	12	-1	-2	-2
CO[C@H]1CN(C)C(=O)c2ccc(NC(=O)Nc3ccccc3F)cc2OC[C@H](C)NC[C@H]1C	-1.1	-1	3[16.7 µM]	-3	-4	-1	2
CC(C)C(=O)Nc1c(O)c2ccccc2[nH]c1=O	0.8	0	1	3	0	7	5
CC1CCC2(CC1)OCC1(CCC3(COC4(CCC(C)CC4)OC3)C1=O)CO2 (stereo not drawn)	1.3	-1	nt	-3	5	-1	1
COc1ccc(-c2cnc3c(c2)C(=O)N([C@H](C)CO)C[C@H](C)[C@H](CN(C)C(=O)Cc2ccncc2)O3)cc1	-1.0	-5	-3[16.7 µM]	3	-8	2	-3
COC(=O)[C@@]12C[C@@H](CC(=O)N3CCOCC3)C(=O)N(Cc3ccccc3)C1=CCC(C)(C)C2	-2.2	-4	nt	7	6	1	1
CCS(=O)(=O)Nc1ccc2c(c1)C(=O)N(C)[C@H]1CC[C@H](CC(=O)NCCOC)O[C@H]1CO2	nt	-1	nt	4	-1	-4	-2
COc1ccc(S(=O)(=O)Nc2ccc3c(c2)C(=O)N([C@@H](C)CO)C[C@H](C)[C@@H](CN(C)C(=O)Nc2ccc(C(F)(F)F)cc2)OCCCC[C@@H](C)O3)cc1	3.9	8	21[16.7 µM]	6	2	-1	2
O=C(CCC(=O)c1ccc(Oc2ccccc2)cc1)Nc1cccc(Cl)c1Cl	-3.4	0	nt	0	7	-1	0
C[C@H]1CN([C@@H](C)CO)C(=O)c2c(c3ccccc3n2C)-c2ccccc2CO[C@@H]1CN(C)S(=O)(=O)c1ccc(C(F)(F)F)cc1	-2.8	-4	nt	?	-4	3	-3
O=C(Cc1cccc2ccccc12)N1CCN(c2ncccn2)CC1	1.2	-2	-1	11	-6	0	4
CCCCOc1ccc(CSCCN)cc1Cl	-4.5	-2	1	?	-5	nt	-17
C/C=C/c1ccc2c(c1)O[C@H](CN(C)C(=O)CC1CC1)[C@H](C)CN([C@@H](C)CO)S2(=O)=O	1.6	-2	4[16.7 µM]	-4	-5	3	2
CCOC(=O)c1c2ccccc2[n+]([O-])n1CCO	0.4	nt	-1	1	4	1	0
CN(C)S(=O)(=O)c1ccc(NC(=O)c2cc(-c3cccs3)nc3ccccc23)cc1	nt	-4	-16	-16	2	-1	-7
Cc1ccc(-c2ccc([C@H]3[C@H]4CN(C(=O)Nc5cccc(F)c5)CC(=O)N4[C@H]3CO)cc2)cc1	3.2	1	nt	-20	-7	-1	1
Cc1cc(NC(=O)CSc2nc3cc(C)c(C)cc3cc2C)no1	-0.6	-3	-3	8	0	-3	-2
COCC(=O)N1C[C@@H](C)[C@@H](OC)CN(C)C(=O)c2cc(NC(=O)c3cc(C)on3)ccc2OC[C@@H]1C	-2.2	-5	nt	-2	1	-5	1
Oc1ccc(/C=N/Nc2nc(N3CCCCCC3)nc(N3CCCCCC3)n2)c(O)c1	nt	-5	nt	-2	1	-3	-2
COc1ccccc1NCC(=O)c1ccc(C)c(C)c1	2.7	-2	-2	1	-1	1	-2
C[C@@H]1CCCCO[C@@H](CN(C)C(=O)NC2CCCCC2)[C@@H](C)CN([C@H](C)CO)C(=O)c2cc(NC(=O)C3CCCCC3)ccc2O1	2.3	-2	5[16.7 µM]	7	4	7	6
Cc1ccc(S(=O)(=O)Nc2ccc3c(c2)n(C)c(=O)n3C)cc1	0.4	5	nt	-20	-6	3	-2
O=C1C2C3C=CC(C4CC34)C2C(=O)N1/N=C/c1ccc([N+](=O)[O-])o1 (stereo not drawn)	1.7	-4	-9	3	-1	-3	2
COc1ccccc1CNC(=O)C1CSC2(C)CCC(=O)N12 (stereo not drawn)	0.6	-2	-4	-3	4	0	-5
Cc1onc(C(=O)NC(C)c2ccccc2)c1[N+](=O)[O-] (stereo not drawn)	nt	0	nt	-2	-1	-6	0
O=S(=O)(NCCC1CC1(Cl)Cl)c1ccccc1 (stereo not drawn)	-1.8	-4	nt	3	-8	7	3
C[C@@H]1CN([C@H](C)CO)C(=O)c2cccc(NS(=O)(=O)c3ccccc3)c2O[C@@H]1CN(C)C(=O)Nc1ccccc1	1.5	0	12[16.7 µM]	2	-4	-4	-2
C[C@@H]1CN([C@@H](C)CO)C(=O)c2cccc(NC(=O)c3nc4ccccc4s3)c2O[C@@H]1CN(C)C(=O)Nc1ccccc1	-0.6	15	40[16.7 µM]	-1	-2	-4	0
CC(C)(C(=O)N1CCC1(C)C(=O)NC1Cc2ccccc2C1)c1ccccc1 (stereo not drawn)	-0.7	-1	2	-2	-6	0	2
Cc1ccc(N=C2c3ccccc3C(=O)C2[N+](=O)[O-])cc1C (stereo not drawn)	0.9	2	nt	?	-1	1	-1
CCOC(=O)N1CCC(=C2c3ccc(Cl)cc3CCc3cccnc32)CC1	nt	0	-3	-8	3	0	6
CCN(CC(=O)Nc1ccccc1OC)C(=O)c1cc(-c2ccccc2)nn1-c1ccccc1	3.1	1	6	4	2	-2	2
COc1ccc(S(=O)(=O)N2CCN(CCC(=O)Nc3ccccc3F)CC2)cc1	-1.9	-4	nt	-6	1	-1	0
O=[N+]([O-])c1cc(C(F)(F)F)cc([N+](=O)[O-])c1NCCNC(=S)Nc1ccc(Cl)c(Cl)c1	2.4	nt	11	-7	2	nt	-2
C(=N/N1CCN(c2ccccc2)CC1)/c1cccs1	1.3	1	-8	0	-2	2	-3
Cc1ccc(CNCc2cc3c(C(C)(C)C)nn(-c4ccccc4)c3[nH]c2=O)cc1	-0.5	-1	0	nt	2	5	-2
COc1ccc(C(=O)N[C@H](C(=O)Nc2sccc2C(N)=O)C(C)C)cc1	1.0	1	-4	6	-3	5	1
O=C(CCN1CCCCC1)N[C@@H]1CC[C@H](CCNS(=O)(=O)c2ccccc2)O[C@H]1CO	0.2	0	-18[16.7 µM]	-7	-1	-3	-3
Cc1ccc(OCC(=O)NS(=O)(=O)c2ccccc2)cc1	-1.4	-2	6	-1	0	3	2
C[C@@H](NC(=O)C[C@H]1C=C[C@H](NC(=O)c2cccnc2)[C@@H](CO)O1)c1ccccc1	-0.6	4	nt	13	5	5	-3
Cc1ccc(C(=O)Nc2nnc(S(=O)(=O)N3CCN(c4ccc(F)cc4)CC3)s2)cc1	-0.2	-2	6	6	1	2	-7

Following part.
SMILES	CFTR F508del cor	SIRT5 block	miR122 inh	DENV2 CPE	ERp5 block	ERAP1 inh	Casp6 inh
NC(=S)N/N=C/c1coc2cc(Br)ccc2c1=O	2.9	3	nt	-1	2	nt	-3
CC(C)NC(=O)Nc1ccc2c(c1)C(=O)N([C@H](C)CO)C[C@H](C)[C@@H](CN(C)CC1CC1)OCCCC[C@H](C)O2	-0.7	3	4[16.7 µM]	?	0	-1	-4
CN1CCN(C(=O)C[C@@H]2C[C@@H]3c4cc(NC(=O)NC5CCCCC5)ccc4O[C@@H]3[C@@H](CO)O2)CC1	-1.1	nt	11[16.7 µM]	29*	-2	-4	-1
CCn1c(SCC(=O)N/N=C/C(C)=C\c2ccco2)nnc1-c1ccccc1	4.1	1	nt	3	18	-1	7
O=C(c1ccc(F)cc1)N1CC(=O)N2[C@H](CO)[C@H](c3ccc(C#Cc4ccc(F)cc4)cc3)[C@H]2C1	0.3	-2	nt	3	-13	0	0
COc1ccc(OCC(O)CN2CC(C)OC(C)C2)cc1 (stereo not drawn)	-0.2	-5	1	0	-14	-1	-2
CCc1ccc2cccc3c2c1N=CN3C	-0.1	-2	-5	-2	4	nt	61*
O=C(CNC(=O)N1CC(=O)Nc2ccccc21)NCc1ccc(Cl)cc1	1.6	0	-5	2	-1	-3	-1
C/C(=N/NS(=O)(=O)c1ccc(C)cc1)c1c[nH]c2ccccc12	-0.6	0	nt	-2	1	-3	-2
Cc1ccccc1CN(C)C1CCN(C)CC1	nt	-3	6	-2	3	-1	-18

In another format: entries from further up.
CCCCOc1ccc(CSCCN)cc1Cl
  CFTR F508del cor: -4.5
  SIRT5 block: -2
  miR122 inh: 1
  DENV2 CPE: ?
  ERp5 block: -5
  ERAP1 inh: nt
  Casp6 inh: -17
O=C(CCC(=O)c1ccc(Oc2ccccc2)cc1)Nc1cccc(Cl)c1Cl
  CFTR F508del cor: -3.4
  SIRT5 block: 0
  miR122 inh: nt
  DENV2 CPE: 0
  ERp5 block: 7
  ERAP1 inh: -1
  Casp6 inh: 0

(continued)
SMILES	CFTR F508del cor	SIRT5 block	miR122 inh	DENV2 CPE	ERp5 block	ERAP1 inh	Casp6 inh
Cc1cc(C(=O)Nc2cc(S(C)(=O)=O)ccc2Cl)c(C)o1	1.0	-1	-4	-9	-3	1	4
O=C(OCCCc1cc2ccccc2c(=O)o1)c1ccccc1C(F)(F)F	1.2	nt	nt	3	5	-4	-1
COc1cc(/C=N/Nc2ccc([N+](=O)[O-])cn2)cc(OC)c1O	-3.7	2	nt	19	-2	0	2
O=C(NC1CCCC1)[C@@H]1CCCN1C(=O)[C@@H](NS(=O)(=O)c1ccc(F)cc1F)C1CCCCC1	-0.6	11	nt	0	0	-1	-2
O=C1CN(S(=O)(=O)Cc2ccccc2)C[C@@H]2[C@H](c3ccc(C#CCC4CCCC4)cc3)[C@@H](CO)N12	3.6	11	nt	7	3	2	0
O=C(Nc1ccc(Cl)cc1)c1ccc(OC2CSC2)cc1	-2.4	-6	nt	0	-9	-3	-1
O=C(CCCSCCCC(=O)NN=Cc1ccccc1)NN=Cc1ccccc1	-1.2	nt	48	5	-1	1	-1
CCN(CC)S(=O)(=O)c1cc(NC(=O)C2CSC3(C)CCC(=O)N23)ccc1C (stereo not drawn)	0.1	-10	-4	0	-20	-2	-2
C[C@@H]1CN([C@@H](C)CO)C(=O)c2cc(NS(=O)(=O)c3ccc(F)cc3)ccc2O[C@@H](C)CCCCO[C@@H]1CN(C)S(=O)(=O)c1cccs1	-3.7	3	6[16.7 µM]	-7	-1	-4	0
O=C1CN(S(=O)(=O)c2ccccc2)C[C@H]2[C@@H](c3ccc(Br)cc3)[C@@H](CO)N12	2.4	-4	nt	-14	1	-1	-1
CCN(CC)S(=O)(=O)c1ccc(N2CCOCC2)c(NS(=O)(=O)c2ccc(C(C)C)cc2)c1	nt	1	106*	-5	2	-3	-3
Cc1ccc(-c2ccc3c(c2)O[C@H](CN(C)C(=O)Nc2ccc(F)cc2)[C@H](C)CN([C@@H](C)CO)S3(=O)=O)cc1	1.3	10	-12[16.7 µM]	-9	-2	1	3
O=c1cc(/N=C/c2coc3c(ccc4ccccc43)c2=O)[nH]c(=S)[nH]1	5.2	-2	nt	13	-1	-1	0
C=C(C)CC(NCCc1ccccc1)c1ccco1 (stereo not drawn)	1.9	-2	nt	nt	1	-5	5
